Compound activity as filed in PubChem.
HCV inhibitor – inhibitors of hepatitis C virus infection; hit rate 3.4% among 340,000; Potency, µM (highest dose often 41.8 µM), for inactives: top-dose activity change, negative = inhibition, most hits filed as inhibitors; AID 651820; Huh7.5.1 HCVcc-Cre infection, luciferase reporter, 44 h; note: potency is the fitted concentration of half-maximal effect
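Infectious HCVcc-Cre (~0.5 moi) was added to cells just after compound, with cells seeded 4 h earlier at 1,000 per well. Luciferase activity after 44 h culture reported infection; substrate was incubated 15 min at room temperature before reading.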
Tb PYK inh – blocks Trypanosoma brucei pyruvate kinase; TbPYK enzyme, Kinase-Glo Plus ATP luminescence, 45 min; Potency, µM (doses to about 76.8 µM), inactives show at the highest dose activity, negative = inhibition, most hits filed as inhibitors; hit rate 0.12% among 410,000; Q57TT1; note: potency is the fitted concentration of half-maximal effect; nearly all actives have a fitted effect of over 50% in size
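T. brucei PYK with substrate was exposed to pin-transferred compounds across a concentration series, then started with 130 uM ADP (final). After 45 min at room temperature, Kinase-Glo Plus luminescence was read, normalized and curve-fitted.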
AmpC inh no detg – AmpC beta-lactamase inhibition without detergent | hit rate 0.52% among 330,000 | Potency, µM (highest dose often 57.1 µM), for the others: at the top dose activity change, negative = inhibition, hits mostly inhibitors | AmpC nitrocefin hydrolysis, absorbance 480 nm, 0.0001% Triton;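 note: potency is the fitted concentration of half-maximal effect; plate controls were no compound for no effect and no enzyme for full effect; nearly all actives have a fitted effect of over 20% in size; some results filed as inactive show a strong effect at the top dose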
Target sequence (P00811 whole entry, looked up): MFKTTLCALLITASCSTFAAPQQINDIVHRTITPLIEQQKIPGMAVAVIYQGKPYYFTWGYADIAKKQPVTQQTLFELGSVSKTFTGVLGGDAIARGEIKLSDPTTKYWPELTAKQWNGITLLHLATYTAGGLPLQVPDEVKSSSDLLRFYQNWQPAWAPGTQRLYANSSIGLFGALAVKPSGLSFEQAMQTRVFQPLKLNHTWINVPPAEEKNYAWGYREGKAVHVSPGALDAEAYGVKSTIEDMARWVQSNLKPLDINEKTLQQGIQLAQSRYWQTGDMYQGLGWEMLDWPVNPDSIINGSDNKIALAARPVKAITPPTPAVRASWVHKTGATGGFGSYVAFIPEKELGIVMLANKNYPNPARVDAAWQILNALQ
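20 mM phosphate pH 7.0 + 0.01% (detergent screen) or 0.0001% Triton X-100; 5.3 nM AmpC reagent; cpd preinc 15 min RT; nitrocefin (800 uM stock) to start; A480 q20 s × 4 min; Activity was normalised to no-enzyme and no-compound control wells.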
HCMV inh – human cytomegalovirus inhibition | HFF cells, HCMV-luciferase reporter, 72 h; active compounds read low | activity change, negative = inhibition, % at 57.5 µM | hit rate 4.5% among 410,000 | AID 1259415; in the data active = activity change below about -60%; inconclusive = no clear call, values can overlap the other calls; inactive = above about -39%
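HFF cells seeded 16 h at 37C, treated with compounds, infected with luciferase-reporter HCMV at MOI 1 PFU/cell; luciferase read at 72 h post infection, normalized to buffer-only and Salinomycin controls.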
AMA1-RON2 inh – inhibitors of Plasmodium falciparum AMA1-RON2 interaction; hit rate 0.2% among 360,000; AlphaScreen AMA1-biotinylated RON2 peptide binding; Potency, µM (titrated, usually from 58.2 µM), for inactives: at the highest dose activity change, negative = inhibition, most hits filed as inhibitors;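 note: potency is the fitted concentration of half-maximal effect; 0% = vehicle wells and -100% = peptide control; nearly all actives have a fitted effect of over 45% in size; some results filed as inactive show a strong effect at the top dose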
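AMA1 (3D7) with his tag at 25 nM final met compounds first, then biotinylated RON2 peptide at 25 nM; detection used donor plus acceptor beads, 10 µg/mL apiece, read by AlphaScreen after 30 min at room temperature.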
LmPK inh – blocks Leishmania mexicana pyruvate kinase activity. purified LmPK, Kinase-Glo ATP luminescence, 1 h. Potency, µM (top dose mostly 57.5 µM), inactives show top-dose activity change, negative = inhibition, most hits filed as inhibitors. hit rate 0.37% among 290,000. AID 1721; note: potency is the fitted concentration of half-maximal effect
Target sequence (Q27686 whole entry, looked up): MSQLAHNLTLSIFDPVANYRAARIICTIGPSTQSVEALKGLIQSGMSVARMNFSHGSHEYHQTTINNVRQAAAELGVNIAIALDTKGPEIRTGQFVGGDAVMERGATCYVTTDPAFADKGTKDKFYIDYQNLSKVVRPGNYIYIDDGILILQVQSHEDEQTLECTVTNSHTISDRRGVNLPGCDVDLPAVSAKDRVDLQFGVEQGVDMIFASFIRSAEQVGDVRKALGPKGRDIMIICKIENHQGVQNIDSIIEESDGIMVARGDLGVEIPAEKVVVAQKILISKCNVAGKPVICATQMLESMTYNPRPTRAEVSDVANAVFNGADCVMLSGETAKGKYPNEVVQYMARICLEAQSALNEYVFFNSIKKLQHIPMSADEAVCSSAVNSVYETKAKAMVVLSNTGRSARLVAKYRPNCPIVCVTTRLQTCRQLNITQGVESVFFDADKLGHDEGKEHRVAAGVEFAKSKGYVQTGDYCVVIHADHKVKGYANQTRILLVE
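Purified LmPK (0.1 nM) converted ADP (0.1 mM) to ATP with PEP (0.5 mM) in imidazole buffer pH 7.2 with KCl and MgCl2, 1 h at room temperature. ATP was read by Kinase-Glo luminescence; data normalized to uninhibited and no-enzyme controls.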
AmpC inh detg – inhibitors of E. coli AmpC beta-lactamase with detergent; P00811; AmpC hydrolysis of nitrocefin, absorbance 480 nm, 0.01% Triton; Potency, µM (highest dose often 114 µM), for inactives: top-dose activity change, negative = inhibition, actives largely listed as inhibitors; hit rate 0.041% among 370,000; AID 485294;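 note: potency is the fitted concentration of half-maximal effect; 0% = no-compound wells and -100% = no-enzyme wells; nearly all actives have a fitted effect of over 25% in size; some results filed as inactive show a strong effect at the top dose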
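20 mM phosphate pH 7.0 + 0.01% (detergent screen) or 0.0001% Triton X-100; 5.3 nM AmpC reagent; cpd preinc 15 min RT; nitrocefin (800 uM stock) to start; A480 q20 s × 4 min; Activity was normalised to no-enzyme and no-compound control wells.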
The depositor's hits bear a star; [ ] = remark or other dose. Unless noted, calls come from the whole dose curve; as a rule, active = well fitted curve in the direction sought with a large enough effect; inconclusive = small, poorly fitted or top-dose-only effect, or another doubt; inactive = no such curve, though single readings can be large; an effect the other way counts as inactive or inconclusive. Unless noted, % is set by controls: 0 for no effect and ±100 for the full control effect.

`Cc1oc(-c2ccccc2F)nc1CS(=O)CC(=O)NCCN1CCCCC1C` (stereo not drawn) gave HCV inhibitor -16%, Tb PYK inh -21%, AmpC inh no detg -12%, HCMV inh -21, AMA1-RON2 inh 1%, LmPK inh 4% and AmpC inh detg 12%.
`CCNS(=O)(=O)c1ccc(CCC(=O)NCCC2=CCCCC2)cc1` gave HCV inhibitor 13%, Tb PYK inh 6%, AmpC inh no detg -24%, HCMV inh -6, AMA1-RON2 inh 6%[2.32 µM], LmPK inh 3% and AmpC inh detg -5%.
`COc1cc(OC)c(C#N)c(S(=O)(=O)Cc2ccccc2)c1` gave HCV inhibitor 0%, Tb PYK inh -3%, AmpC inh no detg -27%, HCMV inh -21, AMA1-RON2 inh -4%, LmPK inh -1% and AmpC inh detg 3%.
COCCCNC(=O)C(=O)Nc1cc2c3c(c1)CCC(=O)N3CCC2 was read as HCV inhibitor 13%, Tb PYK inh 8%, AmpC inh no detg -16%, HCMV inh 95, AMA1-RON2 inh 5%, LmPK inh -2% and AmpC inh detg inconclusive.
For COc1ccc(S(=O)(=O)NCCSCc2ccco2)cc1C the results were HCV inhibitor 0%, Tb PYK inh -5%, HCMV inh -36 and AMA1-RON2 inh -2%.
For CCc1ccc(NC(=O)C2CCCN(S(=O)(=O)c3c(C)noc3/C=C/N(C)C)C2)cc1 (stereo not drawn) the results were Tb PYK inh 1%, HCMV inh 15 and AmpC inh detg 12%.
For COc1cccc(NC(=O)CN(C)C(C)C(=O)Nc2ccc(C#N)cc2)c1 (stereo not drawn) the results were HCV inhibitor -10%, Tb PYK inh -5%, AmpC inh no detg -7%, HCMV inh -16, AMA1-RON2 inh 20%, LmPK inh 12% and AmpC inh detg inconclusive.
O=c1oc2ccccc2c(O)c1/C=C1\C=Nc2ccccc21 was read as HCV inhibitor -4%, Tb PYK inh -7%, AmpC inh no detg -51%, HCMV inh 173, AMA1-RON2 inh -14%, LmPK inh -8% and AmpC inh detg inconclusive.
`CCOc1ccc(NC(=O)Cn2c(=O)oc3cc(Cl)ccc32)cc1` gave HCV inhibitor 8%, Tb PYK inh 0%, AmpC inh no detg -23%, HCMV inh 3, AMA1-RON2 inh -3%, LmPK inh 1% and AmpC inh detg -7%.
CCn1cc(CN2CCc3c([nH]c4ccccc34)C2c2cccc(OC)c2)c(C)n1 (stereo not drawn) was read as HCV inhibitor -9%, Tb PYK inh 2%, AmpC inh no detg 127%[activator], HCMV inh 23, AMA1-RON2 inh -26%, LmPK inh 2% and AmpC inh detg 4%.
For C=CCOc1cccc(C2NC(=O)c3ccccc3O2)c1 (stereo not drawn) the results were HCV inhibitor -1%, Tb PYK inh 21%, AmpC inh no detg -18%, HCMV inh -9, AMA1-RON2 inh 16%, LmPK inh 1% and AmpC inh detg inconclusive.
Screening CCCCn1c(C)cc2c(c1=O)C1O[C@](CCCC)(Cc3cc(C#N)ccc31)O2 returned AmpC inh no detg -52%[11.4 µM], LmPK inh -1%[11.5 µM] and AmpC inh detg inconclusive.

Overlap with the part before: 4 compounds, then new ones.
`CCOc1ccc(NC(=O)Cn2c(=O)oc3cc(Cl)ccc32)cc1` gave HCV inhibitor 8%, Tb PYK inh 0%, AmpC inh no detg -23%, HCMV inh 3, AMA1-RON2 inh -3%, LmPK inh 1% and AmpC inh detg -7%.
CCn1cc(CN2CCc3c([nH]c4ccccc34)C2c2cccc(OC)c2)c(C)n1 (stereo not drawn) was read as HCV inhibitor -9%, Tb PYK inh 2%, AmpC inh no detg 127%[activator], HCMV inh 23, AMA1-RON2 inh -26%, LmPK inh 2% and AmpC inh detg 4%.
For C=CCOc1cccc(C2NC(=O)c3ccccc3O2)c1 (stereo not drawn) the results were HCV inhibitor -1%, Tb PYK inh 21%, AmpC inh no detg -18%, HCMV inh -9, AMA1-RON2 inh 16%, LmPK inh 1% and AmpC inh detg inconclusive.
Screening CCCCn1c(C)cc2c(c1=O)C1O[C@](CCCC)(Cc3cc(C#N)ccc31)O2 returned AmpC inh no detg -52%[11.4 µM], LmPK inh -1%[11.5 µM] and AmpC inh detg inconclusive.
For Cc1ccc(SC(C)C(=O)NCc2ccc(F)cc2)cc1 (stereo not drawn) the results were HCV inhibitor 3%, Tb PYK inh 5%, AmpC inh no detg -6%, HCMV inh -32, AMA1-RON2 inh -13%, LmPK inh 0% and AmpC inh detg -6%.
For Cc1ccc(SCC(=O)Nc2ccc(C(=O)Nc3ccc(O)cc3)cc2)cc1 the results were HCV inhibitor 2%, Tb PYK inh -7%, AmpC inh no detg -53%, HCMV inh -34, AMA1-RON2 inh 1%, LmPK inh 1% and AmpC inh detg -7%.
For O=C(CSc1nnnn1C1CCCC1)Nc1ccc(F)cc1 the results were HCV inhibitor -2%, Tb PYK inh -6%, AmpC inh no detg -25%, HCMV inh -18, AMA1-RON2 inh -5%, LmPK inh 1% and AmpC inh detg 1%.
For CCC(=O)Nc1ccc(C(=O)Nc2ccc(Br)cc2F)cc1 the results were HCV inhibitor -8%, Tb PYK inh -6%, AmpC inh no detg -18%, HCMV inh 9, AMA1-RON2 inh -2%, LmPK inh 7% and AmpC inh detg 4%.
CC1c2cc3c(cc2CCN1C(=O)c1ccc(Br)cc1)OCCCO3 (stereo not drawn) was read as HCV inhibitor -5%, Tb PYK inh -13%, AmpC inh no detg 30%, HCMV inh -15, AMA1-RON2 inh -20%, LmPK inh -1% and AmpC inh detg -1%.
For Cc1nc2ccc(S(=O)(=O)NC(C(=O)N3CCn4c3nc3ccccc34)C(C)C)cc2s1 (stereo not drawn) the results were HCV inhibitor 14%, Tb PYK inh -3%, AmpC inh no detg 95%[activator], HCMV inh 7, AMA1-RON2 inh 5%, LmPK inh -1% and AmpC inh detg -9%.
`CC1Cc2cc(S(=O)(=O)N3CCC(C(=O)N(C)Cc4ccccc4)CC3)ccc2N1C(=O)C1CC1` (stereo not drawn) gave HCV inhibitor 5.6µM*, Tb PYK inh 25%, AmpC inh no detg 107%[activator], HCMV inh -25, AMA1-RON2 inh -6%, LmPK inh -1% and AmpC inh detg -2%.
`Cc1[nH]n2c(=O)c3c(nc2c1-c1ccccc1)CCC3` gave HCV inhibitor 6%, Tb PYK inh -5%, AmpC inh no detg -18%, HCMV inh -26, AMA1-RON2 inh 0%, LmPK inh -5% and AmpC inh detg 0%.
Screening COc1cc(Cl)c(C)cc1NC(=O)COC(=O)C1CC1C (stereo not drawn) returned HCV inhibitor inconclusive, Tb PYK inh 1%, AmpC inh no detg -11%, HCMV inh 9 and AMA1-RON2 inh 14%.
COc1ccccc1CNC(=O)c1ccc(-c2nc(CS(=O)c3ccc(C)cc3)c(C)o2)cc1 (stereo not drawn) was read as Tb PYK inh -11%, HCMV inh 0 and AmpC inh detg -2%.
For CCC(NS(=O)(=O)c1ccc(OC)cc1)C(=O)NCCC1=CCCCC1 (stereo not drawn) the results were HCV inhibitor -13%, Tb PYK inh -10%, AmpC inh no detg 0%, HCMV inh 4, AMA1-RON2 inh -6%, LmPK inh 6% and AmpC inh detg -11%.
O=C(NC1CC1)C1=C[C@@H](c2coc3ccccc3c2=O)C[C@@H](OCc2ccc(CO)cc2)O1 was read as HCV inhibitor -4%, Tb PYK inh 2%, AmpC inh no detg 2%, HCMV inh 5, AMA1-RON2 inh -5%, LmPK inh 6% and AmpC inh detg -2%.
For Cc1[nH]n(-c2ccc(Cl)cc2)c(=O)c1C=Nc1ccc(S(=O)(=O)N2CCOCC2)cc1 the results were HCV inhibitor -8%, Tb PYK inh -8%, AmpC inh no detg 45%, HCMV inh 70, AMA1-RON2 inh 14%, LmPK inh -24% and AmpC inh detg -11%.
`[O-]C1=N/[N+](=C/c2ccc(Cl)cc2)CC1` gave HCV inhibitor 7%, Tb PYK inh -3%, AmpC inh no detg -8%, HCMV inh -21, AMA1-RON2 inh 2%, LmPK inh -3% and AmpC inh detg -1%.
`CCCNC(=O)Nc1nc(CC(=O)OCC)cs1` gave HCV inhibitor 4%, Tb PYK inh 2%, AmpC inh no detg -24%, HCMV inh -25, AMA1-RON2 inh 1%, LmPK inh -4% and AmpC inh detg 0%.
For COc1ccccc1CNC(=O)CCc1c(C)c2cc3c(C)c(C)oc3cc2oc1=O the results were Tb PYK inh 5%, HCMV inh inconclusive and AmpC inh detg 4%.
COc1cc(C(=O)Nc2cc(C(F)(F)F)ccc2-n2cncn2)cc(OC)c1OC was read as HCV inhibitor inconclusive, Tb PYK inh 7%, AmpC inh no detg 92%[activator], HCMV inh -20, AMA1-RON2 inh 0%, LmPK inh -2% and AmpC inh detg 5%.
For C/C(=N\NC(=S)Nc1cccc(C)c1)c1ccco1 the results were HCV inhibitor inconclusive, Tb PYK inh -8%, AmpC inh no detg 26%, HCMV inh 42, AMA1-RON2 inh 62%[activator], LmPK inh -2% and AmpC inh detg -8%.
CCOC(=O)C1=C(C)NC2=C(C(=O)CCC2)C1c1cccnc1 (stereo not drawn) was read as HCV inhibitor 4%, Tb PYK inh -17%, AmpC inh no detg -15%, HCMV inh -26, AMA1-RON2 inh 13%, LmPK inh -1% and AmpC inh detg -12%.
For O=C(c1ccc(S(=O)(=O)N2CCOCC2)cc1)N1CCN(c2ccc(F)cc2)CC1 the results were HCV inhibitor 7%, Tb PYK inh -10%, AmpC inh no detg 73%[activator], HCMV inh 17, AMA1-RON2 inh 11%, LmPK inh -2% and AmpC inh detg inconclusive.
Cc1ccc(NC(=O)CCn2ccc([N+](=O)[O-])n2)nc1 was read as HCV inhibitor 10%, Tb PYK inh -14%, AmpC inh no detg -38%, HCMV inh -25, AMA1-RON2 inh -18%, LmPK inh 1% and AmpC inh detg 0%.
For COc1ccc(C2C=C(c3ccc(Cl)cc3)Nc3nc(NC(=O)CCC(=O)O)nn32)cc1 (stereo not drawn) the results were Tb PYK inh -24%, HCMV inh -3 and AmpC inh detg 19%.
Cc1ccc(S(=O)(=O)Nc2cccc(-c3ccc(N4CCCC4)nn3)c2)c(C)c1 was read as Tb PYK inh inconclusive, HCMV inh -32 and AmpC inh detg 11%.
`COc1ccccc1NC(=O)CSc1nnc(Cc2ccccc2)o1` gave HCV inhibitor 22%, Tb PYK inh -1%, HCMV inh 94, AMA1-RON2 inh -1%, LmPK inh -5% and AmpC inh detg -10%.
Screening O=C(NCCCN1CCCCC1)C1CCCN(c2ncnc3c2nc2n3CCCCC2)C1 (stereo not drawn) returned HCV inhibitor 8%, Tb PYK inh -2%, AmpC inh no detg 19%, HCMV inh inconclusive, AMA1-RON2 inh -2%, LmPK inh 3% and AmpC inh detg 0%.
